Source: PubChem BioAssay
TNAP inh hi DEA: blocks human TNAP under high phosphate acceptor concentration. P05186. purified TNAP, CDP-star luminescence, 1 M DEA. inhibition, % at 20 µM. hit rate 0.03% among 200,000. AID 1135;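 active = over 50% inhibition of tissue-nonspecific alkaline phosphatase at 20 µM in the single-dose screen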;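 also: plate controls were DMSO wells for no effect and EDTA-quenched wells as full inhibition for full effect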
G6PDH counter: inhibits Leuconostoc G6PDH, flagging false hits in G6PDH-based assays | Purified L. mesenteroides G6PDH, diaphorase/resazurin coupled fluorescence, 45 min | inhibition, % at 5 µM | hit rate 0.12% among 200,000 | AID 1020; in the data active = inhibition above about 50%
Diaphorase inh: counter-screen for diaphorase-based assays: diaphorase inhibitors and chemical oxidizers. diaphorase resazurin-to-resorufin fluorescence, NADH, 16 min; bacterial (C. kluyveri) enzyme, not human. inhibition, % at 20 µM. AID 1217. hit rate 0.69% among 190,000;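 active = primary screen inhibition at 20 µM above a set limit, cut at about 50% in these data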;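 also: plate controls were DMSO with full reaction for no effect and wells lacking NADH for full effect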
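System: Diaphorase enzyme from Clostridium kluyveri | Amount: Enzyme working solution with 0.14 U/mL diaphorase | Benchmarks: No-NADH positive control and DMSO neutral control | Signal: Fluorescence of resorufin formed from resazurin, Ex 544/Em 590 nm | Schedule: 16-min room-temperature incubation before reading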
Diaph act CS: diaphorase activation or chemical reduction counter-screen; Diaphorase/resazurin coupled assay, resorufin fluorescence, 16 min; stronger effect = higher value; 1 = vehicle wells, 0 = NADH-free wells; AID 1229; activation factor at 20 µM; hit rate 0.005% among 190,000;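 active = diaphorase activity raised at least twofold by the compound at 20 µM; inactive = activation factor below 2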
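Assay system: bacterial diaphorase enzyme (C. kluyveri) / Input: enzyme 0.07 U/mL final / Medium: 50 mM HEPES pH 7.4 with 4.542 mM MgCl2, 0.005% Tween 20 / Doses: single compound dose of 20 µM, 1% DMSO final / Incubation: 16 min enzyme reaction, ambient temperature / Signal: fluorescence, excitation 544 nm and emission 590 nm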
PMI act: activators of human phosphomannose isomerase; hit rate 0.005% among 190,000; activation factor at 20 µM; purified human PMI, coupled resazurin fluorescence, 20 min; stronger effect = higher value; 1 = vehicle control, 0 substrate-free wells;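 active = activation factor of 2 or more at 20 µM, relative to plate controls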
Target sequence (P34949 whole entry, looked up): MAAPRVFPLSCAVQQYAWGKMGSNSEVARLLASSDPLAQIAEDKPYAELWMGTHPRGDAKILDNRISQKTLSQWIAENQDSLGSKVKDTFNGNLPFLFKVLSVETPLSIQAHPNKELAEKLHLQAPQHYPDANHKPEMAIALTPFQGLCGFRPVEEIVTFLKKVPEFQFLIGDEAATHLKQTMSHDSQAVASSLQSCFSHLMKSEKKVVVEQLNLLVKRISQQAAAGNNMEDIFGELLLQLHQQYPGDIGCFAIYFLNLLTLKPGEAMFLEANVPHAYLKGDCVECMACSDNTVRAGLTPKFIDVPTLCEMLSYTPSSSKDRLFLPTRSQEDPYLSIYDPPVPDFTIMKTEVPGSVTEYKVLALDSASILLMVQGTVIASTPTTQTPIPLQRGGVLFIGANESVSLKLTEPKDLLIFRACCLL
PMI act satM6P: PMI (human) activation, high substrate | P34949 | coupled PMI enzyme assay, resazurin fluorescence, 20 min; stronger effect = higher value; 1 = untreated enzyme, 0 = substrate-free blank | activation factor at 20 µM | hit rate 0.34% among 190,000 | AID 1216;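 active = activation factor of 2 or more at 20 µM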
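assay system = human phosphomannose isomerase with PGI, G6PDH, diaphorase coupling enzymes | quantity = 15 ng/mL PMI | incubation = enzyme reaction with compound 20 min at room temperature | medium = HEPES pH 7.4 buffer with MgCl2 and Tween-20 | compound dosing = one concentration, 20 µM, in 1% DMSO | measured by = Diaphorase-driven resazurin-to-resorufin fluorescence, excitation 544, emission 590 nm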
FLuc stim CS: affects firefly luciferase, flagging false hits in luciferase stimulation screens; P08659; ATPlite luciferase biochemical, luminescence, 10 min; 0 = ATP-free wells, 1 = DMSO control; activation factor at 10 µM; 200,000 tested, under 10 active;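 active = luciferase activation factor, scaled between plate controls, of at least 2 with compound at 10 µM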
Target sequence (P08659 whole entry, looked up): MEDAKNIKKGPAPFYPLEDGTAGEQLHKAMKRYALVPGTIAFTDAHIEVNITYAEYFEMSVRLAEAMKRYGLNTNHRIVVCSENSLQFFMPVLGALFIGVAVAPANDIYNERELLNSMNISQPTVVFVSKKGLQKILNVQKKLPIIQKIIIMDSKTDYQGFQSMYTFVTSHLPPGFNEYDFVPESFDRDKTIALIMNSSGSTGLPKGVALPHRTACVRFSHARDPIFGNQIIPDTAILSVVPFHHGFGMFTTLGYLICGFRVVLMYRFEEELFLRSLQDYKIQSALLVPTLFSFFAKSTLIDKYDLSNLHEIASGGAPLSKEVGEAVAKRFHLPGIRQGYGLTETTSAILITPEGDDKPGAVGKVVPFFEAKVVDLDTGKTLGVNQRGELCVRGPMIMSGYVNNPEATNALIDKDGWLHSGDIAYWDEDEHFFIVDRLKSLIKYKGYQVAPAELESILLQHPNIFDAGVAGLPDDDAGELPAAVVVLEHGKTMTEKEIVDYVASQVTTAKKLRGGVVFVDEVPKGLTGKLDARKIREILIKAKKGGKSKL
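Assay system: Luciferase/luciferin detection reagent, cell-free biochemical luciferase assay / Read-out: luciferase activation / Benchmarks: No-ATP low control, compound-free enzyme-plus-ATP high control / Medium: PBS buffer for ATP / Detection: luminescence measurement of luciferase light output / Schedule: 10 min at ambient temperature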
TNAP act hiacc: activators of human TNAP at high phosphate acceptor concentration; P05186; purified TNAP, CDP-star luminescence, 1 M DEA, 30 min; stronger effect = higher value; 0 = EDTA background, 1 = DMSO-only activity; activation factor at 20 µM; 200,000 tested, under 10 active;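 active = activation factor at least 2 at 20 µM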
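Assay system: human TNAP; Input: enzyme diluted 1/800 final; Reagent: CDP-star luminogenic substrate at 100 µM final; Timing: 30 min, room temperature; Signal: luminescence; Evaluation: TNAP activation factor scaled between EDTA and DMSO control wells.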
HMGR II inh: blocks class II HMG-CoA reductase of Enterococcus faecalis. inhibition, % at 10 µM. hit rate 0.41% among 190,000. purified E. faecalis HMGR, NADPH absorbance 340 nm kinetic;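 active = inhibition above a set limit, the median over all tested compounds plus 3 SD, cut at about 9.5% in these data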;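 also: enzyme runs in reverse so mevalonate oxidation gives rising NADPH absorbance; 0% = complete reaction with DMSO and 100% = background rate lacking mevalonate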
TNAP inh no acc: TNAP (human) inhibition, acceptor-free conditions; inhibition, % at 20 µM; hit rate 0.26% among 200,000; purified TNAP, CDP-star luminescence, 30 min; P05186;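 active = tissue-nonspecific alkaline phosphatase inhibition above about 50% at 20 µM in the single-dose screen, limit read from the data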;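 also: 0% = DMSO negative control and 100% = EDTA positive control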
* = called active by the depositor; nt = no result given. Hits appear at their usual frequency. About 1.7% of those tested had a hit in this group.

SMILES	TNAP inh hi DEA	G6PDH counter	Diaphorase inh	Diaph act CS	PMI act	PMI act satM6P	FLuc stim CS	TNAP act hiacc	HMGR II inh	TNAP inh no acc
COCCCNC(=O)C(Cc1ccccc1)NS(=O)(=O)c1ccc2c(c1)c(=O)n(C)c(=O)n2C (stereo unspecified)	0	1	0	1	1	1.1	1	1	-4	-6
O=C1CC(c2ccccc2)SC(N(c2ccccc2)c2ccccc2)=N1 (stereo unspecified)	2	-12	5	0.9	0.9	1	1.1	1	-4	-9
CCC(=O)N1c2ccccc2NC2=C(C(=O)CCC2)C1c1ccc(N(C)C)cc1 (stereo unspecified)	-8	4	14	0.9	1	0.8	1	1.1	-2	-14
COc1ccc(/C=N/NC(=O)c2ccc(N(C)S(=O)(=O)c3ccccc3)cc2)cc1	-3	-1	17	0.8	0.9	1	0.9	1	-9	-5
CC(C)N1C[C@@]23C=C[C@@H](O2)C(C(=O)OCc2ccccc2)[C@H]3C1=O (stereo partly specified)	-8	3	28	0.7	0.9	1	1	1.1	-2	-12
CCOC(=O)c1ccccc1NC(=O)c1ccccc1SC	2	-20	7	0.9	1	1	1	1	-3	-8
CCN(CC)C(=O)c1ccc2c(=O)n(CCOC)c(=S)[nH]c2c1	-6	15	26	0.7	0.9	0.9	1	1.1	-2	-12
Cc1cc(C)n(-c2ccc(C(=O)NCc3ccc(F)cc3)cc2)n1	-4	1	-8	1.1	1.1	1.1	1	1	1	-4
CN(C)c1nc(SCCOC(=O)COc2ccc(Cl)cc2Cl)nc(N(C)C)n1	-6	2	27	0.7	0.8	0.8	1	1.1	-1	-13
CN(C)c1nnnn1-c1ccc(OC(F)(F)F)cc1	-3	2	3	1	1.1	1.1	1	1	2	-8
FC(F)Sc1ccc(NC(=S)NC(c2ccccc2)c2ccccc2)cc1	-28	6	10	0.9	1	1	1.1	1.3	-3	-71
O=C1c2ccccc2C(=O)c2cc(NC(=O)C3CC3)ccc21	0	-22	6	0.9	0.9	0.9	0.8	1	-1	-25
COc1ccc(C(=O)c2oc3ccccc3c2N)cc1	-4	-8	2	1	1	1.2	1	1	-9	-8
Cc1ccc(C)c(NC(=O)CN(C)C(=O)/C=C/c2ccco2)c1	-5	4	-14	1.1	1.1	1.1	1	1	-3	-12
CN(c1ccccc1)S(=O)(=O)c1cc(C(=O)N2CCN(c3ccccn3)CC2)ccc1Cl	1	8	13	0.9	0.9	0.9	1	1	0	-4
CCc1ccc(NC(=O)C(C)OC(=O)c2cc(=O)[nH]c3ccc(S(=O)(=O)Nc4ccc(F)cc4)cc23)cc1 (stereo unspecified)	-4	6	-4	1	0.9	1	1	1	-5	-2
CCCOC(=O)c1ccc(NC(=O)C(=O)NCC2CCCO2)cc1 (stereo unspecified)	-3	-8	15	0.9	1	1	0.9	1	0	-16
CCOC(=O)C1(CCCc2ccccc2)CCN(C(=O)C2CCCO2)CC1 (stereo unspecified)	-1	13	4	1	0.9	0.8	1	1	-4	-7
C=CCn1c(SCn2nnc3ccccc3c2=O)nnc1-c1ccc(Br)cc1	-2	3	14	0.9	0.9	0.9	1.1	1	-11	-4
Cc1nc2scc(-c3ccc(C(C)(C)C)cc3)c2c(=O)n1N	-4	4	3	1	1.1	1.1	1.1	1	7	2
CC(/C=N/Nc1ncc(C)c(=O)[nH]1)=C\c1ccccc1	-7	3	10	0.9	1.1	1	0.8	1.1	-5	-54
Cc1ccc2nc(-c3ccsc3)c(NC3CCCC3)n2c1	-1	5	9	0.9	0.9	0.8	0.9	1	1	-9
COc1ccc(OC)c(-c2cc(C3CCN(c4cc(Cl)nc(N)n4)CC3)[nH]n2)c1	-2	8	26	0.7	0.9	0.8	1	1	1	-3
O=C(NCc1ccccc1)c1ccc(CS(=O)(=O)Cc2ccccc2F)o1	-4	10	0	1	1	1	0.9	1	-2	-6
COc1ccccc1NS(=O)(=O)c1cccc(NC(=O)Nc2ccc(Cl)cc2)c1	-9	-2	18	0.8	0.8	0.8	1.1	1.1	-1	-20
C=CCn1c(-c2ccc(N)cc2)nc2ccccc21	-9	-5	15	0.9	1	1	0.8	1.1	-5	-20
CCCN1C(=O)c2cc(C(=O)O)ccc2C1O (stereo unspecified)	-4	-8	19	0.8	0.9	1.1	1.1	1	0	-6
Cc1ccc(NC(=O)CC2SCCNC2=O)cc1Cl (stereo unspecified)	-5	4	10	0.9	1	1	0.9	1.1	-5	-15
C=CCn1c(COc2ccccc2F)nnc1SCC(=O)Nc1cc2oc3ccccc3c2cc1OC	-10	-57	17	0.8	0.8	0.9	1.1	1.1	0	-6
COc1cccc(-c2cc(C(=O)N3CCCCCC3)no2)c1	-4	4	7	0.9	0.8	0.9	0.4	1	0	1
O=C(Nc1ccc2c(c1)OCO2)c1cccc(F)c1	-5	5	4	1	1.1	1.1	0.8	1.1	-4	-2
CC(C)NC(=O)NC(=O)CSc1ccccc1F	-2	-6	6	0.9	1	1	1	1	-3	-11
Fc1cccc(Cl)c1CSc1ccc(-c2ccco2)nn1	3	9	9	0.9	1.1	1.1	0.6	1	-5	7
CC(C)c1ccc(NC(=S)NC2CCN(Cc3ccccc3)CC2)cc1	-1	-4	12	0.9	0.9	1	1	1	-2	-16
Cc1nc(SCc2ccccc2)c(C(F)(F)F)c(=O)[nH]1	-6	6	12	0.9	1	1	1.1	1.1	3	-6
COc1ccc(-c2ccc(CCC(=O)O)n2NC(=O)c2ccc(O)cc2)cc1	-8	13	14	0.9	1	1	1.1	1.1	-4	-12
CCOC(=O)C1=C(CC)Nc2ccccc2N=C1NC(=O)c1ccc(OC)c(S(=O)(=O)N2CCCCC2C)c1 (stereo unspecified)	-7	2	29	0.7	0.9	0.9	1.1	1.1	-3	-6
Cn1cc([N+](=O)[O-])c(C(=O)N(Cc2ccccc2)Cc2ccccc2)n1	-5	1	0	1	1.1	1.1	1.1	1	1	-6
O=C(CN1CCSCC1)N/N=C/c1ccc(F)cc1	-4	-5	10	0.9	1	1.1	1	1	-5	-18
C=CCN(c1ccccc1)S(=O)(=O)c1ccc(Cl)c(C(=O)OCC(=O)N(C)C2CCS(=O)(=O)C2)c1 (stereo unspecified)	-7	2	20	0.8	0.9	0.9	1.1	1.1	-4	-13
O=C(N1CCCCCC1)N1CCN(C(=O)N2CCCCC2)CC1	-9	11	-14	1.1	1.1	1	1	1.1	2	-4
CS(=O)(=O)N1CCN(Cc2ccc(C(F)(F)F)cc2)CC1	-1	4	10	0.9	0.9	1	1	1	-1	-6
O=c1ccnc(S/C=C/c2ccccc2)[nH]1	-8	7	-5	1	1.1	1	0.4	1.1	0	-7
Cc1ccc(NC(=O)C2CCCN2C(=O)NC2CCCCC2)c(C)c1 (stereo unspecified)	-4	3	-10	1.1	1.1	1.1	1	1	-1	-9
Cc1nc2nc(-c3cccnc3)[nH]n2c(=O)c1Cc1ccccc1	0	3	3	1	1	1	0.9	1	-7	-8
CC(=O)NS(=O)(=O)c1ccc(NC(=O)CC(C)c2ccccc2)cc1 (stereo unspecified)	-5	16	6	0.9	1.1	1	1.1	1.1	0	-8
CC1CN(C(=S)SCCN2Cc3ccccc3C2=O)CC(C)O1 (stereo unspecified)	1	20	12	0.9	0.9	0.9	1	1	-4	9
O=C(c1coc2ccc(O)cc12)C1CC1	-2	4	3	1	1	1	1	1	2	-16

Structures shown so far that contain a thiophene ring, fused or not, in the order listed:
SMILES	TNAP inh hi DEA	G6PDH counter	Diaphorase inh	Diaph act CS	PMI act	PMI act satM6P	FLuc stim CS	TNAP act hiacc	HMGR II inh	TNAP inh no acc
Cc1nc2scc(-c3ccc(C(C)(C)C)cc3)c2c(=O)n1N	-4	4	3	1	1.1	1.1	1.1	1	7	2
Cc1ccc2nc(-c3ccsc3)c(NC3CCCC3)n2c1	-1	5	9	0.9	0.9	0.8	0.9	1	1	-9

(next part)
SMILES	TNAP inh hi DEA	G6PDH counter	Diaphorase inh	Diaph act CS	PMI act	PMI act satM6P	FLuc stim CS	TNAP act hiacc	HMGR II inh	TNAP inh no acc
O=[N+]([O-])c1nn(-c2ccccc2)n(O)c1=NCc1ccc2c(c1)OCO2	-3	5	7	0.9	1	1	1	1	0	-4
O=C(CCc1nc2ccccc2c(=O)[nH]1)NCc1ccccn1	-2	12	2	1	1.1	1	1.1	1	0	-4
FCCCOc1ccc(/C=N/OCc2ccc(Cl)cc2Cl)cc1	1	11	12	0.9	0.9	0.8	1.1	1	-2	-8
CCCCN(CC(=O)NC(C)(C)C)C(=O)C(=O)Nc1ccc2c(c1)OCCO2	-5	21	8	0.9	0.8	0.9	1	1.1	-2	-9
CCOC(=O)C1CCCN(C(=O)c2cn(CC)c3ccc(S(=O)(=O)N4CCCC4)cc3c2=O)C1 (stereo unspecified)	-1	7	0	1	1	1	1	1	0	-6
Cc1[nH]n(-c2ccccc2)c(=O)c1C(=O)c1ccc([N+](=O)[O-])cc1	-5	7	12	0.9	1.2	1	1.1	1	-2	-10
COc1ccc(NC(=O)CC2C(=O)N(CCc3ccccc3)C(=S)N2Cc2cccnc2)cc1 (stereo unspecified)	-3	10	21	0.8	0.9	1.1	1	1	-1	-6
O=C(COC(=O)c1cnc(Cl)c(Cl)c1)NCc1ccco1	-2	4	28	0.7	1.3	1.3	1	1	0	-7
Fc1ccc(/C=N/Nc2ccccn2)cc1	-2	13	16	0.8	0.9	0.9	0.7	1	0	-16
Cc1ccc(NC(=O)c2nc[nH]c2C(=O)N2CCOCC2)c(C(=O)c2ccccc2)c1	-6	6	nt	nt	nt	nt	1.1	1.1	3	-10
CCOC(=O)N1CCN(C(=O)CSCC(=O)Nc2nc(-c3ccccc3)cs2)CC1	-5	5	21	0.8	0.9	0.9	1	1.1	-6	-13
c1ccc(-c2csc(NC3=NCCCCC3)n2)cc1	-4	2	15	0.9	1	1.1	1	1	-1	-9
CCc1ccc(NC(=O)CSc2nnc(Cc3cccn3C)n2-c2ccc(F)cc2)cc1	-2	-19	10	0.9	0.9	0.9	1.1	1	0	11
